FLuc act counter = firefly luciferase counter-screen for stimulation assays | AID 1027 | P08659 | 200,000 tested, under 10 active | ATPlite luciferase biochemical, luminescence, 10 min; 0 = ATP-free wells, 1 = DMSO control | activation factor at 10 µM;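 active = luciferase activation factor, scaled between plate controls, of at least 2 with compound at 10 µM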
Target sequence (P08659 whole entry, looked up): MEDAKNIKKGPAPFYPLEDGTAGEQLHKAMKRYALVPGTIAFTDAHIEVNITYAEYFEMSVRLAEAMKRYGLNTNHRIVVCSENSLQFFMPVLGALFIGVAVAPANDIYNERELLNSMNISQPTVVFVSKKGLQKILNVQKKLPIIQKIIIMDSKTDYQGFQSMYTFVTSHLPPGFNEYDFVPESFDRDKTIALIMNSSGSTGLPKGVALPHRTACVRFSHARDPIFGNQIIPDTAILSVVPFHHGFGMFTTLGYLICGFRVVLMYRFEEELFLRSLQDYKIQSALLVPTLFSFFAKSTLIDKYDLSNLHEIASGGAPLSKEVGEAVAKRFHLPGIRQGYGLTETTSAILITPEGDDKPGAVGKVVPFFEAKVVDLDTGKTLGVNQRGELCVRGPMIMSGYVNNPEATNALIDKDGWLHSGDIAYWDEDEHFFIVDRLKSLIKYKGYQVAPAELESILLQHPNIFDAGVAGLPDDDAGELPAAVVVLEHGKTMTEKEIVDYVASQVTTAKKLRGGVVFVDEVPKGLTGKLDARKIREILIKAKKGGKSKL
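test system = cell-free luciferase reagent | medium = PBS as buffer for the ATP substrate | dosing = test compounds dosed from 2 mM stocks in 100% DMSO | incubation = 10 min at ambient temperature | detection = luminescence measurement of luciferase light output | benchmarks = low control with PBS replacing ATP, high control enzyme plus ATP without compound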
bIAP act = increases bovine intestinal alkaline phosphatase activity. purified bovine IAP, CDP-star luminescence, 30 min; active compounds read high; fold of DMSO-control signal, blank-subtracted. AID 1016. 200,000 compounds, 0.17% hits. activation factor at 20 µM;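 active = activation factor of 2 or more at 20 µM, a signal rise over negative controls twice the positive control's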
TNAP inh no acc = blocks human TNAP activity with no phosphate acceptor present; AID 1012; 200,000 compounds, 0.26% hits; inhibition, % at 20 µM; P05186; purified TNAP, CDP-star luminescence, 30 min;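 active = tissue-nonspecific alkaline phosphatase inhibition above about 50% at 20 µM in the single-dose screen, limit read from the data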;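 also: 0% = DMSO negative control and 100% = EDTA positive control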
Target sequence (P05186 whole entry, looked up): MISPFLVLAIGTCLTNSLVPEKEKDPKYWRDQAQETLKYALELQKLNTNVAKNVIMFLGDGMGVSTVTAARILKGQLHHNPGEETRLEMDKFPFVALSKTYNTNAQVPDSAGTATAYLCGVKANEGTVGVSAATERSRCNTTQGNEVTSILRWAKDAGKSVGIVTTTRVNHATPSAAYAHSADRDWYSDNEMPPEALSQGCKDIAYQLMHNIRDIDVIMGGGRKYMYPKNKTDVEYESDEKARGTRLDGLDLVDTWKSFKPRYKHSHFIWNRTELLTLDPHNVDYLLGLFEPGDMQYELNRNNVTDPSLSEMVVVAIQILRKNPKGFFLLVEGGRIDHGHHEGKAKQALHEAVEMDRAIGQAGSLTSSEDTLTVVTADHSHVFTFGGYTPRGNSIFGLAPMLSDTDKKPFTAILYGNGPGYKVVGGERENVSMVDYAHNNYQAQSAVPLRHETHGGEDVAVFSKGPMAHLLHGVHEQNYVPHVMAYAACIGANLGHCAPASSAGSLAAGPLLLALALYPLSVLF
Lmaj promast = Leishmania major promastigote growth inhibition; Leishmania major promastigotes, resazurin fluorescence viability; inhibition, % at 10 µM; 200,000 compounds, 9% hits; in the data active = inhibition above about 50%;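 also: promastigotes grown with compound for 44 hours at 28 °C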
RAM inhibit = yeast RAM network inhibition | S. cerevisiae dse1pr::URA3 reporter, 5-FOA growth OD615, 2 d; analog-sensitive cbk1-as2 kinase mutant strain | inhibition, % at 50 µM | 190,000 compounds, 1.8% hits;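 active = inhibition above a set limit, 3 SD over mean compound inhibition, cut at about 8.4% in these data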;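 also: 0% = DMSO-only wells with no growth and 100% = 10 µM 1-NA-PP1 full growth; inhibition rescues growth on 5-FOA so higher OD means more RAM inhibition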
APP transl inh = APP translation inhibition; SH-SY5Y APP 5'UTR-luciferase reporter, luminescence; inhibition, % at 2 µM; 190,000 compounds, 0.82% hits; AID 1285;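 active = inhibition above a set limit, derived from the sample mean plus 3 SD, cut at about 45% in these data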; also: values of inactives mirror those of a sister screen read the other way
bIAP inh = blocks bovine intestinal alkaline phosphatase activity | purified bovine IAP, CDP-star luminescence, 30 min | inhibition, % at 20 µM | 190,000 tested, under 10 active | AID 1019;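 active = over 50% inhibition of intestinal alkaline phosphatase at 20 µM in the single-dose screen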
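Assay system: bovine IAP enzyme; medium: DEA buffer 100 mM, pH 9.8, with MgCl2 1.0 mM, ZnCl2 0.02 mM; doses: 20 µM single dose; incubation: enzyme reaction for 30 min at room temperature; detection: CDP-star luminescence signal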
FLuc inh counter = counter-screen for luciferase assay inhibitors: firefly luciferase inhibition | P08659 | ATPLite firefly luciferase biochemical luminescence, 10 min | inhibition, % at 10 µM | 200,000 compounds, 1.5% hits | AID 1006;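 active = inhibition above about 50% when tested at 10 µM, limit read from the data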
TNAP act hiacc = activators of human TNAP at high phosphate acceptor concentration | P05186 | purified TNAP, CDP-star luminescence, 1 M DEA, 30 min; active compounds read high; 0 = EDTA background, 1 = DMSO-only activity | activation factor at 20 µM | 200,000 tested, under 10 active;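 active = activation factor at least 2 at 20 µM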
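Control set: EDTA negative control, DMSO positive control / Assay system: human TNAP / Quantity: TNAP 1/800 final / Evaluation: TNAP activation factor scaled between EDTA and DMSO control wells / Measured by: luminescent substrate turnover signal / Compound dosing: one dose, 20 µM / Times: 30 min enzyme reaction at room temperature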
TNAP inh hiacc = inhibitors of human TNAP at high phosphate acceptor concentration | P05186 | purified TNAP, CDP-star luminescence, 1 M DEA | inhibition, % at 20 µM | 200,000 compounds, 0.03% hits;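 active = over 50% inhibition of tissue-nonspecific alkaline phosphatase at 20 µM in the single-dose screen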;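 also: plate controls were DMSO wells for no effect and EDTA-quenched wells as full inhibition for full effect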
Starred values were filed as active, the others as inactive; nt = no result given. Outcome played no part in choosing rows (roughly 13% active in at least one column).

SMILES | FLuc act counter | bIAP act | TNAP inh no acc | Lmaj promast | RAM inhibit | APP transl inh | bIAP inh | FLuc inh counter | TNAP act hiacc | TNAP inh hiacc
CCSc1cc(N2CCOCC2)nc(-c2ccc(Cl)cc2)n1 | 1 | 0.9 | -5 | -2 | 11* | 12 | 8 | -4 | 1 | -2
COc1cccc2c(=O)c3ccccc3oc12 | 0.9 | 1.2 | -13 | 7 | -0.2 | -23 | -19 | 7 | 1 | -5
Cn1c(=O)c2c(SCc3cccnc3)nc(CC(C)(C)C)nc2n(C)c1=O | 1.1 | 1 | -1 | 91* | -0.1 | nt | 1 | -5 | 1 | 0
CCCn1c(SCC(=O)Nc2cccc(C(=O)OCC)c2)nnc1-c1ccoc1C | 1 | 0.9 | -7 | 24 | 0.1 | 1 | 14 | 0 | 1 | -3
CCc1c(C)sc(NC(=O)OC)c1C(N)=O | 1 | 1 | -9 | 1 | 0.8 | -4 | 3 | -1 | 1 | -2
CN(C(=O)c1ccco1)c1nnc(C23CC4CC(CC(C4)C2)C3)s1 | 0.8 | 0.9 | -4 | 42 | 2.9 | -15 | 7 | 21 | 1 | -1
COc1ccc(C(=O)N/C(=C\c2ccc3c(c2)OCO3)C(=O)Nc2ccc(C(=O)O)cc2)cc1 | 1.1 | 1 | -3 | -7 | 3.1 | -14 | -5 | -10 | 1 | -4
NS(=O)(=O)c1ccc(CCNC(=O)COC(=O)C2CCCN2C(=O)c2cccs2)cc1 (stereo not given) | 1.1 | 0.9 | -4 | -6 | -0.3 | 11 | 6 | -9 | 1.1 | -8
CC(=O)c1ccc(NC(=S)Nc2ccc3cn[nH]c3c2)cc1 | 1 | 1 | -10 | 13 | -0.8 | -6 | 2 | -5 | 1 | -3
C=CCn1c(-c2ccc(Cl)cc2)ccc(C#N)c1=O | 1.1 | 1 | -7 | -5 | 11* | -11 | -5 | -5 | 1 | -2
CCOc1ncccc1C(=O)OCC(=O)N1CCN(S(=O)(=O)c2ccccc2)CC1 | 1.1 | 0.9 | 0 | -9 | -0.2 | 6 | 8 | -8 | 1.1 | -6
CC1CCCN(C2=C(NS(=O)(=O)c3ccc(Cl)cc3)C(=O)c3ccccc3C2=O)C1 (stereo not given) | 1 | 1.2 | 4 | 56* | 2.9 | 8 | -20 | 4 | 1 | 3
Cc1nn(Cc2ccccc2)c(Cl)c1C(=O)NC(C)(C)C | 1 | 1.5 | -6 | -6 | 1.5 | 2 | -47 | -4 | 1.1 | -5
O=C(CN1CCN(c2ncc(C(F)(F)F)cc2Cl)CC1)NC(=O)NCc1ccccc1 | 1 | 0.9 | -9 | -5 | 0.1 | 10 | 10 | -5 | 1.1 | -6
O=c1cc2n(c(=O)[nH]1)CCC1=C2CCCC1 | 1.1 | 0.9 | 4 | -1 | -0.4 | 12 | 8 | -7 | 1 | -4

Already shown: entries from further up.
SMILES | FLuc act counter | bIAP act | TNAP inh no acc | Lmaj promast | RAM inhibit | APP transl inh | bIAP inh | FLuc inh counter | TNAP act hiacc | TNAP inh hiacc
COc1ccc(C(=O)N/C(=C\c2ccc3c(c2)OCO3)C(=O)Nc2ccc(C(=O)O)cc2)cc1 | 1.1 | 1 | -3 | -7 | 3.1 | -14 | -5 | -10 | 1 | -4
NS(=O)(=O)c1ccc(CCNC(=O)COC(=O)C2CCCN2C(=O)c2cccs2)cc1 (stereo not given) | 1.1 | 0.9 | -4 | -6 | -0.3 | 11 | 6 | -9 | 1.1 | -8
CC(=O)c1ccc(NC(=S)Nc2ccc3cn[nH]c3c2)cc1 | 1 | 1 | -10 | 13 | -0.8 | -6 | 2 | -5 | 1 | -3
C=CCn1c(-c2ccc(Cl)cc2)ccc(C#N)c1=O | 1.1 | 1 | -7 | -5 | 11* | -11 | -5 | -5 | 1 | -2
CCOc1ncccc1C(=O)OCC(=O)N1CCN(S(=O)(=O)c2ccccc2)CC1 | 1.1 | 0.9 | 0 | -9 | -0.2 | 6 | 8 | -8 | 1.1 | -6
CC1CCCN(C2=C(NS(=O)(=O)c3ccc(Cl)cc3)C(=O)c3ccccc3C2=O)C1 (stereo not given) | 1 | 1.2 | 4 | 56* | 2.9 | 8 | -20 | 4 | 1 | 3
Cc1nn(Cc2ccccc2)c(Cl)c1C(=O)NC(C)(C)C | 1 | 1.5 | -6 | -6 | 1.5 | 2 | -47 | -4 | 1.1 | -5
O=C(CN1CCN(c2ncc(C(F)(F)F)cc2Cl)CC1)NC(=O)NCc1ccccc1 | 1 | 0.9 | -9 | -5 | 0.1 | 10 | 10 | -5 | 1.1 | -6
O=c1cc2n(c(=O)[nH]1)CCC1=C2CCCC1 | 1.1 | 0.9 | 4 | -1 | -0.4 | 12 | 8 | -7 | 1 | -4

Next section:
SMILES | FLuc act counter | bIAP act | TNAP inh no acc | Lmaj promast | RAM inhibit | APP transl inh | bIAP inh | FLuc inh counter | TNAP act hiacc | TNAP inh hiacc
c1ccc(-c2nnc(OCC3CCCO3)c3ccccc23)cc1 (stereo not given) | 0.9 | 1 | -15 | 14 | 1.0 | -13 | -3 | 6 | 1.1 | -6
CSc1ccc(CN2CCN(Cc3ccccc3)C(CCO)C2)cc1 (stereo not given) | 1 | 1 | -10 | 74* | 0.5 | 0 | 4 | -4 | 1.1 | -9
Cc1nc2ccccc2n1CC(=O)N/N=C/c1cccs1 | 1 | 1 | -10 | 0 | 0.4 | 6 | 0 | -2 | 1 | 3
COc1cccc(OC)c1C(=O)N1CCOCC1 | 1.1 | 1.1 | -7 | -4 | 2.5 | -9 | -9 | -6 | 1 | -2
CC1Cc2ccccc2N1C(=O)COc1nc2ccccc2nc1N1CCOCC1 (stereo not given) | 1 | 1 | -197 | 4 | 3.9 | -4 | -4 | -5 | 1.3 | -28
Cc1ccc(Cn2c(CN3CC(C)OC(C)C3)nc3c2c(=O)n(C)c(=O)n3C)cc1 (stereo not given) | 1 | 1.1 | -9 | -3 | -0.1 | -12 | -14 | -4 | 1 | -1
CC1=C/C(=N\NC(=S)NCCc2ccccc2)CC(C)(C)C1 | 1 | 0.7 | -73 | 9 | 6.0 | -17 | 26 | -2 | 1.1 | -7
COc1ccc(C2CC(=O)C=C(NC3CCCC3)C2)cc1 (stereo not given) | 1 | 1 | -3 | 0 | -1.2 | -2 | -5 | -3 | 1 | 4
CN(Cc1cnn(C)c1)Cc1nc(-c2ccc(Cl)cc2)no1 | 1 | 1 | -6 | 1 | 0.0 | -2 | 1 | -1 | 1.1 | -5
CC(=O)Nc1cc(C)nn1-c1nc2ccccc2s1 | 0.9 | 1 | -7 | -3 | 4.0 | -73 | 0 | 14 | 1 | 0
OCCNCCCOc1cc(Cl)ccc1Cl | 1 | 0.9 | -8 | 10 | 0.4 | 2 | 12 | 0 | 1 | -2
COc1ccc(N2CCN(Cc3nc(N)nc(Nc4ccc(C)c(Cl)c4)n3)CC2)cc1 | 1 | 1.1 | -1 | 44 | 1.3 | 18 | -6 | 0 | 1 | 0
O=C(N/N=C/c1ccc2ccccc2c1)c1ccc(COc2ccc3c(c2)CCC3)o1 | 1 | 1 | -5 | 4 | 3.2 | -13 | 2 | 0 | 1 | -4
Cc1nn(Cc2ccc(Cl)cc2)c(C)c1NC(=O)c1cc(-c2ccc3c(c2)OCO3)on1 | 1.1 | 0.9 | -24 | 20 | 5.4 | 11 | 13 | -5 | 1.1 | -8
Cc1ccc(C)c2c(N)c3c(nc12)CCCCC3 (tested in a mixture with another compound) | 1 | 0.8 | -9 | 42 | 2.7 | -7 | 18 | -3 | 1 | -2
CC(C)NC(=O)Cn1c(SCC(=O)c2ccc(F)cc2)nc2ccccc21 | 1 | 1 | -10 | -2 | 1.0 | 1 | 1 | -4 | 1.1 | -6
O=C(CCC(=O)c1ccc(Br)cc1)Nc1cccnc1 | 1.1 | 1.1 | -7 | -1 | -0.4 | -1 | -8 | -7 | 1 | -1
CC(C)(C)/C(O)=C/c1nc2ccccc2oc1=O | 1 | 1 | 7 | 31 | -0.1 | 17 | 2 | -4 | 1.1 | -7
O=C(Nc1ccc(-c2nc3ccccc3o2)cc1)c1ccc(N2C(=O)C3C4C=CC(C4)C3C2=O)cc1 (stereo not given) | 1 | 0.9 | -12 | -5 | 5.2 | nt | 8 | -4 | 1 | -4
Cc1ccsc1/C=N/Nc1nc2ccccc2s1 | 0.4 | 1.1 | -54 | 9 | 5.1 | -232 | -14 | 64* | 1 | 4
O=C(NCc1ccccc1)C(c1ccco1)N(C(=O)c1ccccn1)c1ccc(F)cc1 (stereo not given) | 1.1 | 1.2 | 8 | 0 | 1.0 | -6 | -16 | -6 | 1 | -1
Cc1nc(SCC(=O)NNC(=O)c2cccs2)[nH]c(=O)c1C | 0.9 | 1.2 | 34 | 0 | 1.2 | -26 | -16 | 6 | 1 | -4
COc1ccc(CNc2nc(S(=O)(=O)c3ccccc3)c(Cl)s2)cc1OC | 1 | 0.9 | -8 | 0 | 2.2 | 9 | 9 | 1 | 1 | -2
CCOC(=O)c1sc2nccc(N(C)C)c2c1N=CNOCc1ccccc1 | 1.1 | 0.9 | 1 | 18 | -0.5 | -24 | 8 | -7 | 1 | -5
Cc1ccc(/C=C/C(=O)O)cc1S(=O)(=O)N1CCc2ccccc2C1 | 1.1 | 0.9 | -12 | -6 | 2.5 | -2 | 10 | -12 | 1.1 | -6
C(=N\n1cnnc1)/c1ccc(OC2CSC2)cc1 | 1 | 1 | -14 | 23 | 0.8 | -3 | 3 | -2 | 1.1 | -6
O=C(NCCc1ccccc1)NC1CCCCC1 | 0.9 | 0.8 | -10 | -6 | -0.7 | -38 | 16 | 14 | 1.1 | -7
Cc1ccc(-c2cc(C(=O)Nc3nn[nH]n3)c3ccccc3n2)c(C)c1 | 1 | 0.9 | -10 | -3 | -0.2 | -11 | 10 | 0 | 1 | -3
O=c1c([N+](=O)[O-])cccn1Cc1ccc(F)cc1Cl | 1 | 1 | -5 | 13 | -0.5 | -2 | -2 | 4 | 1 | 1
O=C(CCc1nnc(CCCCc2ccccc2)o1)N(CCO)Cc1ccccc1 | 1.1 | 1 | -11 | -3 | 2.2 | 4 | 1 | -7 | 1.1 | -6
COCCNC(=S)NCCc1ccc(Cl)cc1Cl | 1.1 | 0.8 | -14 | -2 | 0.9 | 4 | 18 | -8 | 1 | -4
CCOC(=O)c1sc(NC(=O)OC)c(C(=O)OC)c1C | 0.9 | 1 | 3 | 2 | 3.2 | 12 | -3 | 5 | 1 | 2
CCn1nc(C)c(CN2CCCC(CO)(Cc3cccc(Cl)c3)C2)c1C (stereo not given) | 1 | 1.1 | -8 | 53* | 1.3 | -6 | -6 | -2 | 1 | -2
Cc1cc(NC(=O)c2c(F)cccc2Cl)n(-c2nc3ccccc3[nH]2)n1 | 1 | 1 | -5 | 25 | 3.2 | 5 | 3 | -2 | 1 | -3
Cc1ccc(N2C(=O)CC2(C#N)c2ccc(OCc3ccccc3)cc2)cc1 (stereo not given) | 1.1 | 0.5 | -20 | 7 | 7.8 | -2 | nt | -7 | 1.1 | -13

Individual results from the results shown:
`CCn1nc(C)c(CN2CCCC(CO)(Cc3cccc(Cl)c3)C2)c1C` (stereo not given) in RAM inhibit reads 1.3
`COCCNC(=S)NCCc1ccc(Cl)cc1Cl` in TNAP inh hiacc reads -4
